TAG inh: triacylglycerol accumulation inhibition; H9c2 cells, Nile Red lipid (TAG) fluorescence; cells loaded with 200 µM oleic acid; inhibition, % at 12.5 µM; 230,000 tested, 0.66% active;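 active means pattern-corrected inhibition of lipid staining of at least 50% with the nuclear-stain viability signal not falling by more than 50%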;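 further: 0% = DMSO wells and 100% = triacsin C control wells; some results filed as inactive read as strong as hits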
TAG inh DAPI viability: also measured in TAG inh; calls as there; DAPI nuclei signal change (viability), lower = more cytotoxic, %;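 whole-well DAPI fluorescence read on a plate reader as a viability signal; minus 50 percent equals half of cells still viable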
* marks the source's active call; other numbers are inactive results.

Oc1ccc(Cl)cc1-c1cc(-c2ccccc2Cl)[nH]n1
  TAG inh: 0; TAG inh DAPI viability: -14
CC(C)c1cc(CNC(=O)C2CCC(=O)N(Cc3ccccc3F)C2)on1 (configuration not stated)
  TAG inh: -10; TAG inh DAPI viability: 2
CC1(C)CC(NC(=O)c2cc(S(=O)(=O)N3CCOCC3)ccc2Cl)CC(C)(C)N1
  TAG inh: 6; TAG inh DAPI viability: 3
CCCCCOc1ccc(C(=O)Nc2ccc(N3CCOCC3)cc2N2CCOCC2)cc1
  TAG inh: 9; TAG inh DAPI viability: 2
Cc1cccc(NC(=O)NC2CCCCCCC2)c1
  TAG inh: 3; TAG inh DAPI viability: -5
COC(=O)C1(C)NC(c2ccc(C)cc2)C2C(=O)N(c3ccc(F)cc3)C(=O)C21 (configuration not stated)
  TAG inh: 13; TAG inh DAPI viability: -9
Cc1cc(NC(=O)CSc2nnc(CNC(=O)c3c(F)cccc3F)o2)no1
  TAG inh: 5; TAG inh DAPI viability: 7
CCN(CC)c1ccc(NC(=O)CN2CCN(c3ccccc3F)CC2)cc1
  TAG inh: 4; TAG inh DAPI viability: 8
CCCCN(CC)S(=O)(=O)c1c(C)[nH]c(=O)[nH]c1=O
  TAG inh: 3; TAG inh DAPI viability: 6
O=C(COC(=O)c1ccccc1)NC12CC3CC(CC(C3)C1)C2
  TAG inh: 2; TAG inh DAPI viability: 2

CC(=O)c1c(-c2ccccc2)[nH]c2ccccc12
  TAG inh: -8; TAG inh DAPI viability: 2
CCNC(=O)C1CCCN(c2nc(C)cc(C)n2)C1 (configuration not stated)
  TAG inh: -5; TAG inh DAPI viability: 5
COc1ccc(-n2c(C)nn(CC3CC3)c2=O)cc1
  TAG inh: 7; TAG inh DAPI viability: -3
Cc1[nH]c(=O)[nH]c(=O)c1S(=O)(=O)N1CCCC(C(=O)NCc2ccco2)C1 (configuration not stated)
  TAG inh: -19; TAG inh DAPI viability: 1
CN(C(=O)CC(=O)Nc1ccc(Cl)c(Cl)c1)c1ccccc1
  TAG inh: -13; TAG inh DAPI viability: 3
CCCCCCN1C[C@H](n2cc(C3CC3)nn2)[C@@H](O)C[C@@H]1c1ccc(C)cc1
  TAG inh: -16; TAG inh DAPI viability: 8
COc1ccc(NC(=O)CSc2nnc(-c3ccccc3)n2N)cc1
  TAG inh: 18; TAG inh DAPI viability: -5
Cn1cccc1C(=O)N1CCN(c2cccc(C(F)(F)F)c2)CC1
  TAG inh: -24; TAG inh DAPI viability: 9
O=C(NC1CCCN(Cc2ccc(Cl)cc2)C1)c1ccoc1 (configuration not stated)
  TAG inh: -14; TAG inh DAPI viability: 3
C/C(CC(=O)Nc1cc(C)ccn1)=N\NC(=O)c1ccc(C)cc1
  TAG inh: -8; TAG inh DAPI viability: -2

CN(CC(=O)Nc1ccccc1C(F)(F)F)C(=O)CSCc1ccccc1
  TAG inh: -11; TAG inh DAPI viability: 13
Cc1ccc(C(=O)N2CCN(c3ccccn3)CC2)cc1C
  TAG inh: 0; TAG inh DAPI viability: -2
CCn1c(SCC(=O)Nc2c(C)n(C)n(-c3ccccc3)c2=O)nnc1-c1cccc(C)c1
  TAG inh: -13; TAG inh DAPI viability: -1
CC(NC(=O)C1CCN(C(=O)c2cccs2)CC1)c1ccc(S(N)(=O)=O)cc1 (configuration not stated)
  TAG inh: 8; TAG inh DAPI viability: 3
COc1ccc(-c2cccc(-c3nc4ccc(Cl)cn4c3NC3CCCCC3)c2)cc1
  TAG inh: -11; TAG inh DAPI viability: 77
COc1cccc(Oc2c(C)oc3c(CN4CCCC4)c(O)ccc3c2=O)c1
  TAG inh: -2; TAG inh DAPI viability: 40
NC(=O)c1ccc(N2CCOCC2)nc1
  TAG inh: -5; TAG inh DAPI viability: 0
Cc1cnc(NC(=O)C(C)N2CCN(C)CC2)s1 (configuration not stated)
  TAG inh: -1; TAG inh DAPI viability: -12
CC1CC(C)CN(C(=O)c2cc(S(=O)(=O)N3CCCCC3)ccc2Cl)C1 (configuration not stated)
  TAG inh: -4; TAG inh DAPI viability: -6
CC(C)CNC(=O)CC(c1ccccc1)c1ccccc1
  TAG inh: -9; TAG inh DAPI viability: 1

More results:
compound	TAG inh	TAG inh DAPI viability
O=C1CN(C(=O)COC(=O)c2cccc(S(=O)(=O)NCc3ccccc3)c2)c2ccccc2N1	-6	14
CC1CCCCN1S(=O)(=O)c1ccc(C(=O)Nc2nnc(-c3ccccn3)o2)cc1 (configuration not stated)	14	6
Nc1nc(N)c2cc(S(=O)(=O)c3cccc(C(F)(F)F)c3)ccc2n1	-13	13
C=CCn1c(SCC(=O)N(C)C2CCS(=O)(=O)C2)nnc1-c1ccncc1 (configuration not stated)	1	0
Cc1ccc(OCC(=O)N2N=C(c3ccncc3)CC2(O)C(F)(F)F)cc1C (configuration not stated)	3	0
S=c1[nH]nc(-c2ccco2)n1-c1ccccc1Cl	-8	9
O=C(Nc1ccc(S(=O)(=O)Nc2nccs2)cc1)C(F)(F)F	-5	4
Cc1cccc(/C(N)=N/OC(=O)c2cccs2)c1	-21	15
CC(C)(C)c1ccc(C(=O)NN=C2CCCC2)cc1	-1	9
CCCNC(=O)C1CC(=O)N(c2ccc(OCc3ccc(F)cc3)cc2)C1 (configuration not stated)	-16	2
CCSc1nnc(NC(=O)[C@H](C)NC(=O)c2ccccc2Cl)s1	-6	5
Cc1ccc(C)c(N2N=C(C(=O)OCc3nnc(-c4ccccc4)o3)CCC2=O)c1	-4	-2
Cc1cc(C)c(OCCCCN(C)C)c(Br)c1	7	6
COc1cccc(-c2cnc(C(O)c3ccc(F)c(C)c3)[nH]2)c1 (configuration not stated)	3	-2
O=C(NC(Cc1ccccc1)c1nc2ccccc2[nH]1)c1ccc(Cl)c([N+](=O)[O-])c1 (configuration not stated)	-11	-1
COc1ccc(Cn2c(O)c(/C=C3/C=CC=N3)c(=O)[nH]c2=O)cc1	6	0
O=C(O)[C@H]1CCCC[C@H]1C(=O)Nc1ccc(Nc2ccccc2)cc1	15	-10
CCN1CCc2nc(SCC(=O)Nc3ccc(OC)cc3)c(C#N)cc2C1	0	11
CCCCOc1ccc(OC(=O)c2cccnc2)cc1	11	-4
Cc1ccccc1CN1C(=O)c2ccccc2Sc2ccc(C(=O)O)cc21	2	9
O=C(Nc1ccc(N2CCOCC2)cc1)c1ccccc1SCC(=O)N1CCCC1	0	-13
COc1ccccc1OCc1nc(C#N)c(N2CCC(C(N)=O)CC2)o1	-7	-10
COc1ccccc1C(=O)NC(=O)COC(=O)c1oc2ccccc2c1C	-9	-1
COc1ccc(OC)c(-c2cc(C(=O)N/N=C/c3cc(OC)c(OC)cc3OC)c3ccccc3n2)c1	-2	-3
CCOC(=O)C1=C(C)OC(N)=C(C#N)C1c1ccc(OC)c(CSc2ccccn2)c1 (configuration not stated)	-2	9
O=C1CCCCCN1C(=O)c1ccc(C(=O)N2CCCCCC2=O)cc1	-15	-3
CC(=O)Nc1cccc(/C(C)=N/NC(=O)c2cccs2)c1	15	1
CC(C)(C)S(=O)N1Cc2cc(=O)n(Cc3ccccc3)c(CCO)c2[C@H]1CCO (some centres not stated)	-1	7
O=C(Nc1ccccc1C(=O)NCc1cccnc1)c1cccc([N+](=O)[O-])c1	24	-15
C=CCSc1nnc(NC(=O)c2ccc(NC(C)=O)cc2)s1	5	0

Profiles as entered above.
`O=C(O)[C@H]1CCCC[C@H]1C(=O)Nc1ccc(Nc2ccccc2)cc1` reads TAG inh = 15; TAG inh DAPI viability = -10
`CCCNC(=O)C1CC(=O)N(c2ccc(OCc3ccc(F)cc3)cc2)C1` (configuration not stated) reads TAG inh = -16; TAG inh DAPI viability = 2

Part of the list above in order of SMILES length, rising.
compound	TAG inh	TAG inh DAPI viability
Cc1cc(C)c(OCCCCN(C)C)c(Br)c1	7	6
CCCCOc1ccc(OC(=O)c2cccnc2)cc1	11	-4
Cc1cccc(/C(N)=N/OC(=O)c2cccs2)c1	-21	15
CC(C)(C)c1ccc(C(=O)NN=C2CCCC2)cc1	-1	9
C=CCSc1nnc(NC(=O)c2ccc(NC(C)=O)cc2)s1	5	0
CC(=O)Nc1cccc(/C(C)=N/NC(=O)c2cccs2)c1	15	1
O=C(Nc1ccc(S(=O)(=O)Nc2nccs2)cc1)C(F)(F)F	-5	4
COc1ccccc1C(=O)NC(=O)COC(=O)c1oc2ccccc2c1C	-9	-1
CCN1CCc2nc(SCC(=O)Nc3ccc(OC)cc3)c(C#N)cc2C1	0	11
CCCNC(=O)C1CC(=O)N(c2ccc(OCc3ccc(F)cc3)cc2)C1 (configuration not stated)	-16	2
O=C(Nc1ccc(N2CCOCC2)cc1)c1ccccc1SCC(=O)N1CCCC1	0	-13
O=C(O)[C@H]1CCCC[C@H]1C(=O)Nc1ccc(Nc2ccccc2)cc1	15	-10
Cc1ccc(OCC(=O)N2N=C(c3ccncc3)CC2(O)C(F)(F)F)cc1C (configuration not stated)	3	0
O=C(Nc1ccccc1C(=O)NCc1cccnc1)c1cccc([N+](=O)[O-])c1	24	-15
Cc1ccc(C)c(N2N=C(C(=O)OCc3nnc(-c4ccccc4)o3)CCC2=O)c1	-4	-2
CC(C)(C)S(=O)N1Cc2cc(=O)n(Cc3ccccc3)c(CCO)c2[C@H]1CCO (some centres not stated)	-1	7
O=C1CN(C(=O)COC(=O)c2cccc(S(=O)(=O)NCc3ccccc3)c2)c2ccccc2N1	-6	14
O=C(NC(Cc1ccccc1)c1nc2ccccc2[nH]1)c1ccc(Cl)c([N+](=O)[O-])c1 (configuration not stated)	-11	-1
COc1ccc(OC)c(-c2cc(C(=O)N/N=C/c3cc(OC)c(OC)cc3OC)c3ccccc3n2)c1	-2	-3

Other results:
compound	TAG inh	TAG inh DAPI viability
Nc1ccc(-c2nnn(Cc3ccccc3F)n2)cc1	-3	6
Cc1ccc(C(=O)Nc2ccc(Oc3ccc(C(=O)O)c(C(=O)O)c3)cc2)cc1C	-13	-9
COc1cccc(CN2CCC(CO)(CC3CCCCO3)CC2)c1 (configuration not stated)	-6	5
CCC1CCC/C1=N\NC(=O)CCC(=O)Nc1ccccc1Cl (configuration not stated)	3	0
Cc1ccc(NC(=S)N(Cc2ccco2)C(C)c2cccs2)c(Cl)c1 (configuration not stated)	-21	4

An excerpt (hit frequency here may not be typical).
